NOD2 inhibition = NOD2 signaling inhibitors, cell-based, luminescence, uHTS, HEK293 (AID 1566); HEK293 NOD2/NF-kB luciferase reporter, luminescence; higher % means a stronger effect; inhibition, % at 4 µM, or EC50 in µM where a hit was titrated; actives 0.63% (n = 290,000); in the data active means inhibition above about 50%; further: many of its hits are not listed in these tables
Lipid droplet = inhibitors of hepatocyte lipid droplet formation, primary screen, imaging, high-throughput imaging, BODIPY stain. inhibition, % at 6.5 µM. AID 1656, 2009. actives 0.4% (n = 240,000). AML12 mouse hepatocytes, oleate lipid droplets;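 active means lipid droplet intensity inhibited by at least 50%, with more than 500 cells counted; inconclusive means wells with under 300 cells, treated as cytotoxic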
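Technique: fluorescence imaging, 20x objective, two fields per well / Assay system: AML12 hepatocytes (mouse) / Measure: % inhibition of lipid droplet signal / Doses: 6.5 µM single-point dosing / Incubation: overnight exposure / Reagent: 100 µM oleic acid challenge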
Lipid droplet cells 6.5 µM = recorded beside Lipid droplet, whose call it bears; cell count; measured here: cell count, cytotoxicity flag;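 cells counted across two imaged fields per well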
* = called active by the depositor; ? = inconclusive; / = no result given. An excerpt; the hit share may differ from the screen's.

Order of values – NOD2 inhibition | Lipid droplet | Lipid droplet cells 6.5 µM
- COc1ccc(NC(=O)C2CCCN(c3ncnc4onc(-c5ccc(F)cc5)c34)C2)cc1 (configuration not stated)
 : 16% | -8 | 740
- CC(=O)Nc1ccc(S(=O)(=O)Nc2nc3ccccc3nc2Cl)cc1
 : -2% | 0 | 811
- Cc1ccc(C(=O)NNC(=O)C2CCN(C(=O)OC(C)(C)C)CC2)cc1
 : 8% | -11 | 705
- O=C(NCC1CCCO1)c1ccc(NC(=O)c2cccc([N+](=O)[O-])c2)cc1 (configuration not stated)
 : 3% | -5 | 778
- Cc1cc2c(=O)n(C)c(SCC(=O)Nc3ccccc3)nc2s1
 : 7% | -8 | 761
- CN(C)c1ccc(C(=O)OCC(=O)N2CCCC2)cc1
 : -39% | 1 | 866
- O=C(NCc1cccc(Cl)c1)C1CCC(=O)N(CCN2CCOCC2)C1 (configuration not stated)
 : 5% | 5 | 828
- CN(C)S(=O)(=O)N1CCC(n2nccc2NC(=O)CCc2ccccc2)CC1
 : 11% | 29 | 842
- CC(=O)Nc1ccc(N(C(=O)CNC(=O)c2ccco2)C(C(=O)NC2CCCC2)c2ccco2)cc1 (configuration not stated)
 : -2% | -2 | 798
- CN(C)c1cccc(C(=O)N(C)C2CCCN(Cc3ccccc3F)C2)c1 (configuration not stated)
 : -36% | -1 | 859
- CCc1ccc(NC(=O)c2cc(S(=O)(=O)N3CCCC3)c[nH]2)cc1
 : 16% | 0 | 718
- Cc1cccc(N2CCN(C(=O)c3cc(S(=O)(=O)N4CCOCC4)cn3C)CC2)c1C
 : 2% | -25 | 771
- O=c1[nH]c2ccc(NCc3ccccc3OCc3ccc(Cl)cc3)cc2[nH]1
 : 24% | -7 | 810
- COC(=O)c1cc(CSc2ncnc3sccc23)oc1C
 : 11% | 2 | 868
- COc1cccc(C(=O)Nc2nnc(S(=O)(=O)N(C)Cc3ccc(F)cc3)s2)c1
 : 25% | 6 | 732
- CC(C)C(=O)Nc1c2c(nn1-c1ccc(F)cc1)CS(=O)(=O)C2
 : 11% | -10 | 734
- O=C(Nc1cccc(F)c1)C1CCN(C(=O)N2CCOc3ccccc32)CC1
 : 2% | -12 | 728
- CCn1c(SCC(=O)Nc2ccc(Br)cc2)nc2sc3c(c2c1=O)CCN(C)C3
 : 39% | -41 | 744
- O=C(Nc1cccc(-n2cccn2)c1)C1CCCN(Cc2ccccc2F)C1 (configuration not stated)
 : -15% | -8 | 730
- CNS(=O)(=O)c1cccc(C(=O)NCC2(N3CCCCC3)CCCCC2)c1
 : 13% | 12 | 731
- CN(C(=O)c1ccccc1)c1nccnc1C#N
 : -4% | -2 | 860
- CC(C)c1ccc(NC(=O)C2CCN(c3ncnc4c3nc3n4CCCCC3)CC2)cc1
 : 19% | 5 | 740
- O=C(CN1CCS(=O)(=O)CC1)N/N=C/c1cccc(C(F)(F)F)c1
 : 6% | 15 | 868
- CCC(=O)NCCc1nc2cc(NC(=O)COc3ccccc3)ccc2n1C
 : -25% | 5 | 748
- Cc1ccc(OCC(=O)Nc2ccc(S(=O)(=O)Nc3cc(C)nc(C)n3)cc2)cc1
 : 17% | 5 | 739
- CCCCNC(=O)c1cc(S(=O)(=O)N2CCCCC2)oc1C
 : 23% | -1 | 840
- Cn1c(=O)[nH]c(=O)c2c1nc(N1CCCC1)n2CCO
 : 3% | 7 | 799
- COCCCn1c(C(=O)N2CCOCC2)cc2c(=O)n3cccc(C)c3nc21
 : 3% | -6 | 626
- O=C(Oc1ccc2ccccc2c1)C1CCC1
 : 4% | 3 | 804
- CCOc1ccccc1-c1nc(CN2CCCN(C(=O)c3ccco3)CC2)c(C)o1
 : -6% | 19 | 637
- O=C(NCC1CCCO1)c1ccc(Br)s1 (configuration not stated)
 : 0% | -9 | 740
- CC(C)N1CCN(S(=O)(=O)c2ccccc2)CC1
 : 4% | -1 | 770
- Cc1[nH]c(=O)c(C#N)c(C)c1CCC(=O)Nc1cc(S(C)(=O)=O)ccc1Cl
 : -12% | 2 | 823
- CC1CCCC(C)N1C(=O)CSc1nc2c(c(=O)n(C)c(=O)n2C)n1C (configuration not stated)
 : 16% | -33 | 795
- COc1cc(OC)cc(C(=O)NNC(=O)CCC(=O)c2cccs2)c1
 : 7% | -1 | 826
- COc1cc2c(cc1OC)CN(C(=O)/C=C/c1ccc(F)cc1)CC2
 : 5% | -22 | 755
- O=C(NCc1cccnc1)C1CC(c2ccccc2O)=NO1 (configuration not stated)
 : -4% | 4 | 852
- O=C(NCc1ccon1)C1CCC(=O)N(CCc2ccc(Cl)cc2)C1 (configuration not stated)
 : 6% | 3 | 825
- Cc1nnsc1C(=O)Nc1ccc(S(=O)(=O)N2CCCC(C)C2)cc1 (configuration not stated)
 : 17% | 6 | 779
- CCCCSCCCNC(=O)c1ccc2c(c1)N(CC)C(=O)c1ccccc1S2=O (configuration not stated)
 : 24% | 60* | 810*

Structures from the list above that have a thiophene ring, fused or not, in the order listed:
Order of values – NOD2 inhibition | Lipid droplet | Lipid droplet cells 6.5 µM
- Cc1cc2c(=O)n(C)c(SCC(=O)Nc3ccccc3)nc2s1
 : 7% | -8 | 761
- COC(=O)c1cc(CSc2ncnc3sccc23)oc1C
 : 11% | 2 | 868
- CCn1c(SCC(=O)Nc2ccc(Br)cc2)nc2sc3c(c2c1=O)CCN(C)C3
 : 39% | -41 | 744
- O=C(NCC1CCCO1)c1ccc(Br)s1 (configuration not stated)
 : 0% | -9 | 740
- COc1cc(OC)cc(C(=O)NNC(=O)CCC(=O)c2cccs2)c1
 : 7% | -1 | 826

Continued.
Order of values – NOD2 inhibition | Lipid droplet | Lipid droplet cells 6.5 µM
- CC(CNC(=O)Cn1ccc2cc(S(=O)(=O)N3CCCC3)ccc21)c1ccccc1 (configuration not stated)
 : 16% | -21 | 698
- CCCc1nc(SCC(=O)Nc2nnc(CC)s2)c2c(=O)n(C)c(=O)n(C)c2n1
 : 20% | -1 | 832
- CN(C)c1ccc(NC(=O)CN2C(=O)c3ccccc3C2=O)cc1
 : 7% | -10 | 720
- CC(=O)N1CCc2c(sc(NC(=O)CCS(=O)(=O)c3ccccc3)c2C(N)=O)C1
 : -4% | 3 | 818
- CCc1ccc(NC(=O)CS(=O)CC(=O)Nc2ccc(N3CCOCC3)cc2)cc1 (configuration not stated)
 : 7% | -6 | 735
- CCN1CCN(CCCNC(=O)C2CCN(c3nnc(-n4c(C)ccc4C)s3)CC2)CC1
 : 13% | 3 | 831
- COc1ccccc1CC(=O)Nc1cccc(S(=O)(=O)N2CCOCC2)c1
 : 10% | -13 | 709
- CC(C(=O)NC1C=CS(=O)(=O)C1)N1C(=O)/C(=C/c2ccc(Cl)cc2)SC1=S (configuration not stated)
 : 2% | -6 | 736
- Cn1nccc1C(=O)Nc1ccc2c(c1)OCO2
 : -30% | -12 | 824
- CCCC(=O)NC(c1ccccc1)c1ccc2cccnc2c1O (configuration not stated)
 : -61% | -20 | 724
- COc1cc(CNC(C)C23CC4CC(CC(C4)C2)C3)cc(OC)c1OC (configuration not stated)
 : 16% | 4 | 809
- Clc1ccc(-c2nc3cc(CN4CCCCC4)ccc3o2)cc1
 : -53% | 9 | 754
- Cn1cc(S(=O)(=O)N2CCOCC2)cc1C(=O)NCc1ccccc1Cl
 : 15% | 0 | 702
- CCOC(=O)C1CCN(C(=O)COc2cccc3ccccc23)CC1
 : -6% | 8 | 794
- CCNC(=S)N1CCN(c2nc(CC)nc3sc4c(c23)CCCC4)CC1
 : 6% | 2 | 843
- CC(=O)C1CCCN(C(=O)c2ccc3nc(Cc4cccc(Cl)c4)oc3c2)C1 (configuration not stated)
 : 22% | 7 | 822
- COc1cc([N+](=O)[O-])ccc1NC(=O)CN1CCc2cc(OC)c(OC)cc2C1
 : 19% | -8 | 775
- O=C(Cc1cccs1)NCc1cccc(Br)c1
 : -13% | -2 | 858
- Clc1cccc(Cl)c1OCCCCN1CCCCC1
 : 1% | -19 | 803
- CCOC(=O)C1(CCOc2ccccc2)CCN(Cc2cc(OC)c(O)cc2Cl)CC1
 : -8% | -8 | 843
- CC(Oc1ccc(Cl)cc1)C(=O)Nc1ccc(S(=O)(=O)Nc2nccs2)cc1 (configuration not stated)
 : -8% | 10 | 773
- COc1c2ccoc2c(OC(C)=O)c2oc(C)cc(=O)c12
 : 4% | 6 | 846
- Cc1cnc(NC(=O)CSc2nnc3ncccn23)s1
 : 13% | 4 | 754
- COc1ccc(CN(CC(=O)NC2CCCC2)C(=O)CCC(=O)Nc2nc(C)cs2)cc1
 : 8% | -23 | 688
- COc1ccc(Cc2nnc(NS(=O)(=O)c3ccc(NC(C)=O)cc3)s2)cc1
 : -1% | 12 | 784
- CCN(c1ccccc1)c1cc2ccccc2c(=O)[nH]1
 : -3% | -12 | 721
- COCCN(C(=O)CCC(=O)Nc1ccccn1)C(C(=O)NC(C)(C)C)c1ccc(OC)cc1 (configuration not stated)
 : 15% | 0 | 786
- O=C(NNC(=S)Nc1ccc(F)cc1F)c1ccco1
 : -28% | -4 | 807
- O=C(NC1CCN(Cc2ccccc2)CC1)c1cccc(Br)c1
 : -13% | -15 | 782
- O=C(NCCCSc1ccccc1)c1ccc(=O)[nH]c1
 : -4% | 13 | 586

An excerpt of these results, with each value named.
COc1c2ccoc2c(OC(C)=O)c2oc(C)cc(=O)c12
- NOD2 inhibition: 4%
- Lipid droplet: 6
- Lipid droplet cells 6.5 µM: 846
Cc1cnc(NC(=O)CSc2nnc3ncccn23)s1
- NOD2 inhibition: 13%
- Lipid droplet: 4
- Lipid droplet cells 6.5 µM: 754

(list continues)
SMILES	NOD2 inhibition	Lipid droplet	Lipid droplet cells 6.5 µM
Cc1nonc1C(=O)N1CCCC(Nc2ccc(C(C)C)cc2)C1 (configuration not stated)	16%	-8	669
O=C(N/N=C/c1cc(Br)ccc1OC(=O)c1ccc(Br)cc1)c1ccncc1	44%	-4	782
COc1cccc(N2CCN(S(=O)(=O)c3ccc4c(c3)NC(=O)CS4)CC2)c1	22%	2	753
CC1(C)C(C(=O)OCC(Cl)(Cl)Cl)N2C(=O)C(NC(=O)Cc3ccccc3)C2S1=O (configuration not stated)	1%	-10	823
COc1ccc(-n2c(SCC(=O)N3CCOCC3)nc3ccccc3c2=O)cc1	2%	-1	809
O=C(Cc1ncc(C(F)(F)F)cc1Cl)NCc1cccnc1	14%	4	672
COc1cc(NC(=O)c2cc(-c3ccc4c(c3)OCO4)on2)cc(OC)c1OC	3%	-8	806
CC(=O)c1ccc(NC(=O)c2ccccc2-c2ccccc2C(=O)O)cc1	6%	0	776
Cc1ccn(CCC(=O)N2CCc3ccccc32)n1	-5%	4	735
COC(=O)N1C(=O)[C@](Cc2ccccc2)(c2ccccc2)N1C(=O)OC	30%	1	765
Cc1ccc(N(Cc2ccccc2)C(=O)c2cccc(F)c2)cc1	-3%	-11	671
CCC(=O)Nc1ccc(-c2ccc(N3CCC(C)CC3)nn2)cc1	4%	-18	740
COCCn1c(C)nnc1SCC(=O)NNC(=O)c1ccc(Cl)cc1	2%	2	760
COc1ccc(OC)c(-c2csc(NC(=O)Cc3ccc(F)cc3)n2)c1	18%	13	869
N=C1SCC(=O)N1c1ccc(Cl)cc1	0%	0	810
CCC(C)Sc1nnc(CNS(=O)(=O)c2ccc(F)cc2)n1C (configuration not stated)	6%	3	813
O=C(CSc1nc2ccccc2c(=O)n1CC1CCCO1)Nc1ccccc1Cl (configuration not stated)	1%	-2	781
Cc1nc2ccn(Cc3ccccc3)c(=O)c2cc1C(=O)N1CCN(c2ccc(F)cc2)CC1	2%	14	740
CCc1ccc(N2CC(C)Cn3c2nc2c3c(=O)[nH]c(=O)n2C)cc1 (configuration not stated)	11%	1	726
CCOc1ccccc1CNC(=O)CCNS(=O)(=O)c1ccc2[nH]c(=O)oc2c1	-7%	10	774
Cc1cc(C)cc(NC(=S)N2CCC(NC(=O)C3CCCCC3)CC2)c1	-2%	6	722
COC(=O)c1ccc(CSCc2ccc(C#N)cc2)cc1	4%	-4	817
Cc1ccc(N(CC(=O)NC2CCCCC2)C(=O)CCCC(=O)Nc2ccccn2)cc1	17%	-7	841
O=C(Nc1cccc(NC(=O)c2ccccc2Cl)c1)c1cccs1	4%	2	792
Cc1nc(C)n(CCNS(=O)(=O)c2ccccc2)n1	0%	-4	741
O=C(CCc1ccccc1Cl)Nc1cccc(S(=O)(=O)N2CCCC2)c1	4%	0	851
CCCc1ccc2oc(C(=O)N(C)Cc3nccs3)c(C)c2c1	-11%	-21	431
CC(/C=C1\SC(=S)N(CCC(=O)Nc2ccccc2O)C1=O)=C\c1ccccc1	-3%	9	833
Cc1ccc(NC(=O)C2CCN(S(=O)(=O)c3ccc4c(c3)CCCC(=O)N4)CC2)c(Br)c1	25%	-2	703
CSc1ccc(S(=O)(=O)N2c3ccccc3CC2C)cc1 (configuration not stated)	5%	-23	799
C=CCNC(=O)N1CCC(n2nccc2NC(=O)CCc2ccccc2)CC1	-1%	-2	769
Cc1ccc(NC(=O)CSc2nnc(NC(=O)C(C)C)s2)c(C)c1	15%	0	848
O=C(CN(C(=O)c1csnn1)c1ccccc1Cl)NCCc1ccccc1	8%	-18	738
Cc1noc(NS(=O)(=O)c2ccc(NC(=O)CC(C)C)cc2)c1C	-6%	?	/
O=C(N/N=C\c1cc2c(cc1Cl)OCO2)c1ccc(Br)s1	-10%	-2	707
COc1ccc(NC(=O)CC2C(=O)NCCN2C(=O)Nc2ccc(C(F)(F)F)cc2)cc1 (configuration not stated)	4%	-10	819
CCC(Sc1nc2ccncc2[nH]1)C(=O)Nc1cc(Cl)ccc1C (configuration not stated)	-4%	0	795
CCc1ccc(-c2ccc3nnc(SC)n3n2)cc1	5%	37	787

Screens deposited in PubChem by Sanford-Burnham Center for Chemical Genomics.
